Dynein transport – inhibitors of GR-EGFP nuclear translocation, primary screen, dynein cargo transport inhibitor project, imaging, high-content, 3617.4 mouse cells. AID 1381, 2008. z-score, hits read low. test concentration mostly 20 µM; stimulated with dexamethasone, 1 µM; hits give low values. 220,000 compounds, 0.47% hits;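 active means plate z-score of nuclear minus cytoplasmic receptor signal below a set negative limit, without overly bright fluorescence or cell loss, cut at about -3.5 in these data, passing the limit was not always enough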;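 further: z-score of nuclear minus cytoplasmic ring GR-EGFP intensity difference per well; some compounds called inactive have numbers as strong as hits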
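Medium: Induction medium lacking tetracycline, stripped serum | Probe or stimulus: 1.0 µM final dexamethasone stimulus | Schedule: 48 h induction, then 1 h compound, then 30 min agonist, 37 °C | Signal: Automated 10x imaging of fixed Hoechst-stained cells | Evaluation: Per-cell GR-EGFP intensity, nucleus versus surrounding cytoplasmic ring, well-averaged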
MT stabilizer – microtubule stabilizers in HeLa cells, primary screen, imaging, high-content imaging; 200,000 compounds, 0.83% hits; AID 2205, 2009; % tubulin-high responders, % at 10 µM; HeLa tubulin immunostaining HCS, 24 h; share of cells brighter than vehicle mean+2SD;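 active means plate Z-score above 3 for both tubulin-high and condensed-nucleus cell shares, with cell loss under 80%, at 10 µM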;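 further: anti alpha tubulin signal scored within the nucleus-defined area of each cell; some results filed as inactive read as strong as hits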
Lipid droplet – inhibitors of hepatocyte lipid droplet formation, primary screen, imaging, high-throughput imaging, BODIPY stain; 240,000 compounds, 0.4% hits; inhibition, % at 6.5 µM; AML12 mouse hepatocytes, oleate lipid droplets;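 active means lipid droplet intensity inhibited by at least 50%, with more than 500 cells counted; inconclusive means wells with under 300 cells, treated as cytotoxic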
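material = mouse AML12 hepatocyte cell line, fixed after treatment | also added = 100 µM oleic acid challenge | doses = compound at 6.5 µM only | schedule = overnight exposure | technique = Image-based BODIPY and DAPI two-channel analysis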
HEK293 NOD2/NF-kB – NOD2 signaling inhibitors, cell-based, luminescence, uHTS, HEK293 (AID 1566); HEK293 NOD2/NF-kB luciferase reporter, luminescence; higher % means a stronger effect; inhibition, % at 4 µM, or EC50 in µM where a hit was titrated; 290,000 compounds, 0.63% hits; in the data active means inhibition above about 50%; further: many of its hits are not listed in these tables
Yfh1-depleted yeast – enhancers of respiration in Yfh1-depleted yeast, dose response, Friedreich's ataxia, plus single-dose screen (AID 1465); S. cerevisiae Yfh1-off respiration, WST-1 reduction, 72 h; higher fold induction means a stronger effect; one-dose fold induction at 50 µM; EC50 in µM for titrated hits; 220,000 compounds, 0.074% hits;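 active means fold induction of absorbance versus untreated yeast above a set limit, then at least 30% activation at any dose in follow-up; inconclusive means repeats straddling the limit, or above it without dose testing; inactive means fold induction below the set limit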;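 further: activators that raise dye reduction in frataxin-depleted yeast; strong numbers were not always called active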
Autophagy HCS – autophagy modulators in MEF cells, primary screen, imaging, high-content, MEF GFP-LC3; MEF GFP-LC3 puncta imaging; test concentration mostly 10 µM; calls only at 10 µM (by protocol); 190,000 compounds, 0.98% hits; AID 463193, 2010;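 active means percentage of spot-positive cells more than 3 SD above its plate mean, without a fluorescence outlier flag or 80% toxicity; inconclusive means no clear call, values can overlap the other calls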;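 further: spot-positive cell cutoff set from DMSO-treated cells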
bCat nuc transl – modulators of beta-catenin nuclear translocation, primary screen, imaging, HeLa cells, immunofluorescence, high-content. 190,000 compounds, 0.3% hits. nuclear translocation activity, % at 5 µM;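 active means nuclear translocation activity above 50% at 5 µM, with a well cell count of 50 or more; inconclusive means wells under 50 cells across six images, flagged as toxic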;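 further: per-cell ratio of nuclear to cytoplasmic median beta-catenin stain intensity; plate controls were DMSO negative control for no effect and GSK-3 inhibitor IX positive control for full effect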
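Assay system: human HeLa cells, native beta-catenin; doses: 5 µM primary, 0.02–20 µM confirmation; incubation: compound treatment 24 h, 37°C, 5% CO2; technique: fluorescence imaging of beta-catenin antibody stain plus DAPI; measure: % activation, nuclear-to-cytoplasmic median beta-catenin signal ratio per cell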
WT yeast gro inh – growth inhibition of WT strain, primary screen, mitochondrial fusion inhibitor project, WT and mutant strains, chemical genetic | mitochondrial fusion phenotypic screen | inhibition, % at 10 µM | 190,000 compounds, 2.1% hits | AID 1362, 2008; in the data active means inhibition above about 58%; tested in S. cerevisiae
Insulin prom up – insulin promoter activators in MIN6 cells, imaging, high-content screening, mouse beta cells. MIN6 insulin promoter-GFP reporter; hits give high values. 190,000 compounds, 0.3% hits. AID 1625, 2009. z-score at 5 µM;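 active means z-score above 3 at 5 µM with at least 500 cells counted in the well; inconclusive means wells under 500 cells, flagged as cytotoxic or low count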
WT yeast gro inh mutant strain – second read-out of WT yeast gro inh, no call of its own (marks repeat the call); inhibition, %; mitochondrial fusion phenotypic screen, mutant strain inhibition
Dynein transport cytoplasmic EGFP – recorded beside Dynein transport, whose call it bears; z-score; measured here: cytoplasmic GR-EGFP intensity; hits give high values
Dynein transport nuclear GR-EGFP – second read-out of Dynein transport, no call of its own (marks repeat the call); z-score; measured here: nuclear GR-EGFP intensity;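 lower value marks the stronger effect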
Dynein transport cell count – also measured in Dynein transport; calls as there; z-score; measured here: cell count per field
Insulin prom up cell count – recorded beside Insulin prom up, whose call it bears; cell count; measured here: cytotoxicity, nuclei count;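 total cells summed across four imaged fields per well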
Lipid droplet cells 6.5 µM – recorded beside Lipid droplet, whose call it bears; cell count; measured here: cell count, cytotoxicity flag;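 cells counted across two imaged fields per well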
bCat nuc transl cell count 5 µM – recorded beside bCat nuc transl, whose call it bears; cell count; measured here: cell count, cytotoxicity flag
MT stabilizer Hoechst-high % – further read-out of MT stabilizer, marked with its call; % Hoechst-high responders; measured here: nuclear condensation Hoechst responders;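 share of cells brighter than vehicle mean plus two SD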
MT stabilizer cytotoxicity % – also measured in MT stabilizer; calls as there; toxicity, %; measured here: cytotoxicity by cell density;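 0% = mean cell density of plate MIN control wells and 100% = no cells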
Autophagy HCS cell loss 18 h – recorded beside Autophagy HCS, whose call it bears; toxicity, %; measured here: cell loss, nuclei count;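 cell loss after 18 h compound exposure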
The depositor's hits bear a star; i = inactive; ? = inconclusive; . = not tested or not shown; + = active, no number. Some of the compounds tested; count on the stated rates, not on these rows.

molecule	Dynein transport	Dynein transport cytoplasmic EGFP	bCat nuc transl cell count 5 µM	Autophagy HCS	Dynein transport nuclear GR-EGFP	MT stabilizer cytotoxicity %	Insulin prom up cell count	Yfh1-depleted yeast	WT yeast gro inh	Lipid droplet cells 6.5 µM	MT stabilizer Hoechst-high %	HEK293 NOD2/NF-kB	Lipid droplet	Insulin prom up	Dynein transport cell count	WT yeast gro inh mutant strain	MT stabilizer	Autophagy HCS cell loss 18 h	bCat nuc transl
Cc1nc2scc(-c3ccccc3)c2c(=O)n1N	-0.093	-0.09	1144	i	0.084	11	1068	i	1	.	2.6	6%	.	-0.01	0.22	2	3.6	3	0.5
COc1ccc(C(=O)NC(=S)NCc2cccnc2)cc1Br	0.026	-0.32	1138	i	0.2	3.6	1575	i	22	649	1.7	3%	-13	-0.34	0.5	26	2.5	17	-0.9
COc1cccc(-n2c(C)nc3c(cnn3-c3ccc(C)cc3)c2=O)c1	-1.3	-0.25	.	i	-0.44	17	1318	i	6	712	0.3	10%	0	0.29	0.75	12	2.0	0	.
O=C(N/N=C/c1ccccc1Cl)c1[nH]c2ccc(Br)cc2c1-c1ccccc1	-0.31	-0.08	266*	i	-0.055	66	599	i	17	.	1.9	-4%	?	-1	-0.77	5	7.1	58	94*
COC(=O)C1=C(C)NC(C)=C(C(=O)OC)C1c1ccc2ccccc2n1	-0.13	-0.26	1199	i	-0.19	8.9	1114	i	1	784	1.8	-9%	-10	-0.42	-0.041	11	2.3	8	-10
O=C(NN1C(=O)c2cc(Br)ccc2NC1c1ccccc1Cl)c1ccncc1 (stereo not drawn)	1.1	-0.11	537	i	0.2	3.8	1181	i	24	752	2.6	5%	36	0.79	-0.62	9	6.1	-5	-0.6
CCn1c(O)c(C=Nc2ccccc2)oc1=S	0.62	-0.27	1062	i	0.75	3.1	1308	i	16	.	1.4	0%	.	1.5	-1.1	22	4.8	19	-5.0
CS(=O)(=O)N1CCC(c2noc(-c3ccc(C(F)(F)F)cc3)n2)CC1	-0.53	-0.13	1024	i	0.11	2.7	1318	i	7	763	1.9	18%	-22	-0.05	0.15	11	4.1	-3	-1.4
COc1cccc(C(=O)SC2=NCCS2)c1	-0.84	-0.34	956	i	-0.13	8.1	1614	i	-6	.	1.2	12%	.	0.25	-0.092	16	1.8	21	-5.5
O=C(NC1CCCc2c1cnn2-c1ccc(F)cc1F)c1ccccn1 (stereo not drawn)	0.088	-0.16	1488	i	0.0014	6.1	.	i	-6	622	2.2	28%	32	.	-0.79	-14	1.1	12	-0.2
O=[N+]([O-])c1cccc(Nc2c3ccccc3nc3ccccc23)c1	-1.2	-0.17	482	i	-0.88	46*	1101	i	32	667	32*	7%	-10	-0.76	0.34	26	22*	-5	48
CCCC1(C)SC(NC(C)=O)=NN1C(C)=O (stereo not drawn)	0.94	-0.11	842	i	0.44	2.4	1365	i	-9	.	1.9	7%	.	0.05	-1	8	2.4	5	-1.2
Cc1cc(NS(=O)(=O)c2ccc(NC(NC(=O)C(C(F)(F)F)C(F)(F)F)(C(F)(F)F)C(F)(F)F)cc2)no1	-1.1	-0.19	1161	i	-0.37	6.4	.	i	-7	738	1.7	12%	-6	.	-0.71	-3	3.7	-8	-0.1
COc1cc(/C=N/NC(=O)C(=O)/C=C2\NC(C)(C)Cc3ccccc32)ccc1O	-0.91	-0.28	1386	.	-0.41	.	1328	i	.	711	.	-6%	7	0.39	0.25	.	.	.	0.2
CCCNC(=O)c1ccc(-c2nc3ccccc3s2)s1	-0.4	0.05	.	i	-0.2	8.1	.	.	-5	742	2.1	-110%	9	.	0.93	13	1.8	-1	.
COc1ccc(-c2nnc(SCC(=O)c3cccs3)n2-c2ccc(Cl)cc2)cc1	-0.19	-0.091	440	i	-0.4	6.7	1139	i	43	708	1.5	14%	-25	-0.6	0.0087	-3	2.1	6	4.4
Cc1cccc(N2CCN(C(=O)Cn3ccc4ccccc4c3=O)CC2)c1C	0.19	-0.23	987	i	0.59	13	1760	i	-12	704	1.3	2%	-10	0.08	0.3	-21	2.3	3	-1.1
O=C(N=Nc1c(O)n(C2OC(=O)c3ccccc32)c2ccccc12)c1ccco1 (stereo not drawn)	0.15	-0.26	990	.	-0.12	.	1433	i	.	752	.	-15%	0	0.21	0.98	.	.	.	-0.7
COC(=O)C1=C(C)OC(N)=C(C#N)C1c1cc2cc(C)ccc2nc1Cl (stereo not drawn)	-1.7	0.0043	1535	i	-0.66	2.3	1400	i	5	732	1.7	-7%	-3	-0.06	0.59	-21	1.1	0	-0.2
O=C(COc1ccccc1/C=C1\SC(=O)NC1=O)Nc1ccc(F)cc1	-0.63	-0.22	1055	i	0.032	6.3	1630	i	-9	645	1.4	-16%	-7	0.25	0.16	-5	1.0	15	-0.4
O=c1c(Cl)c(N2CCCCC2)cnn1-c1nc2ccccc2[nH]1	1.9	-0.22	1339	i	1.1	6.1	1595	i	56	.	2.0	-7%	.	0.36	-1.8	53	4.9	7	-0.9
Cc1cc(C)c2nc(NC(=O)C3CC(=O)N(Cc4ccco4)C3)sc2c1 (stereo not drawn)	0.38	-0.22	1065	i	0.22	4.5	.	i	15	762	1.3	-2%	8	.	-0.48	-5	1.9	10	0.8
COc1ccc([N+](=O)[O-])cc1NC(=O)COC(=O)c1ccccc1O	-0.61	0.25	1242	.	-0.3	.	1338	i	.	715	.	4%	-3	-0.91	0.55	.	.	.	-2.9
COc1ccc(-n2c(=S)[nH]c3sc(-c4ccccc4)cc3c2=O)c(OC)c1	-0.87	-0.25	1312	.	-0.016	.	1147	i	.	730	.	17%	1	-0.15	1.1	.	.	.	-0.4
Cc1cc(C=O)c(C)n1-c1ccc2c(c1)OCO2	-0.38	-0.31	1043	i	-0.11	8.3	1470	i	-17	706	2.4	6%	-2	-0.04	0.34	-3	2.7	2	0.1
CCc1ccc(C2=NN(S(C)(=O)=O)C(c3cccs3)C2)cc1 (stereo not drawn)	-1.4	2.2	.	i	-0.039	14	.	i	14	732	2.2	-130%	6	.	0.8	10	3.7	22	.
N=c1n(CC(=O)c2ccc([N+](=O)[O-])cc2)c2ccccc2n1Cc1ccc(Cl)cc1	0.95	0.055	970	i	0.86	97	.	i	7	487	59	-2%	-20	?	-0.69	-1	35	-1	7.8
O=C(c1cccc(F)c1)N1CCN(Cc2ccco2)CC1	0.028	-0.32	945	i	0.17	2.9	1468	i	4	.	1.9	2%	.	0.03	0.24	11	3.5	23	-2.0
CCOC(=O)COc1ccc(Br)cc1/C=C/c1[nH]c(=O)[nH]c(=O)c1[N+](=O)[O-]	-0.34	-0.32	1101	i	-0.46	2.2	1222	i	-18	720	1.5	-20%	-1	2.2	0.38	-1	6.4	12	-0.3
Cc1cc(Cl)n2c(nc3cc(F)c(F)cc32)c1C#N	-4.3*	2*	1132	i	-2.3*	1.7	1206	i	81*	676	1.3	-157%	1	0.88	0.22*	76*	2.1	70	-0.2
NC(=O)c1coc(-c2ccccc2)n1	-0.18	-0.11	1123	i	-0.2	1.8	1513	i	9	652	2.2	7%	0	0.27	-0.51	-16	1.8	16	-4.5
Cc1ccc(NC(=S)N/N=C/c2c(C)[nH]c3ccccc23)cc1	-1.1	0.23	1448	+	0.079	3.9	1130	i	96*	639	2.8	-38%	38	-0.37	0.02	93*	4.5	3.4*	3.5
COc1ccc(-n2c(CNC(=O)COc3ccc(Cl)cc3)n[nH]c2=S)cc1	-0.4	-0.24	1074	i	-0.096	3.8	1323	i	8	709	1.9	-3%	-7	-0.01	0.12	-6	2.7	7	-3.0
NC(=O)C1CC(=O)N(c2ccc(OCc3ccc(Cl)cc3)cc2)C1 (stereo not drawn)	-1.3	-0.23	934	i	-0.86	9.5	.	i	-1	744	2.2	-81%	8	.	1.5	5	3.0	1	2.2

An excerpt from the list above, for reference:
molecule	Dynein transport	Dynein transport cytoplasmic EGFP	bCat nuc transl cell count 5 µM	Autophagy HCS	Dynein transport nuclear GR-EGFP	MT stabilizer cytotoxicity %	Insulin prom up cell count	Yfh1-depleted yeast	WT yeast gro inh	Lipid droplet cells 6.5 µM	MT stabilizer Hoechst-high %	HEK293 NOD2/NF-kB	Lipid droplet	Insulin prom up	Dynein transport cell count	WT yeast gro inh mutant strain	MT stabilizer	Autophagy HCS cell loss 18 h	bCat nuc transl
Cc1nc2scc(-c3ccccc3)c2c(=O)n1N	-0.093	-0.09	1144	i	0.084	11	1068	i	1	.	2.6	6%	.	-0.01	0.22	2	3.6	3	0.5
COc1ccc(C(=O)NC(=S)NCc2cccnc2)cc1Br	0.026	-0.32	1138	i	0.2	3.6	1575	i	22	649	1.7	3%	-13	-0.34	0.5	26	2.5	17	-0.9
